LYPLA1 counter: counter-screen for PME1 inhibitors: inhibitors of human LYPLA1; O75608; recombinant LYPLA1, FP-Rh probe fluorescence polarization; inhibition, % at 5.9 µM; 0.16% of 320,000 active;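 active means inhibition above the mean of all tested compounds plus 3 SD, set per campaign, cut at about 14% in these data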;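 further: inhibitors block serine hydrolase probe labeling of LYPLA1 so polarization falls; 0% = enzyme with DMSO and 100% = wells lacking LYPLA1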
Target sequence (O75608 whole entry, looked up): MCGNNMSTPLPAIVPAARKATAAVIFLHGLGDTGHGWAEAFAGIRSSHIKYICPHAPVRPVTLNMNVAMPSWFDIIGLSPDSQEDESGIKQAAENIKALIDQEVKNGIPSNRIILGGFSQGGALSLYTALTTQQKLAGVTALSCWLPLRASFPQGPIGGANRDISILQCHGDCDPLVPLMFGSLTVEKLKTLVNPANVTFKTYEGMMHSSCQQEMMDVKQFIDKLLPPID
PME-1 inh: blocks human protein phosphatase methylesterase 1; recombinant PME-1, FP-Rh probe fluorescence polarization; inhibition, % at 5.9 µM; 0.53% of 320,000 active;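 active means inhibition above the campaign mean of all compounds plus 3 SD, cut at about 26% in these data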;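 further: competitive labeling of PME-1 active site by serine hydrolase directed probe; 0% = PME-1 with DMSO and 100% = wells lacking PME-1 enzyme; inhibitors block probe labeling so polarization falls and inhibition rises; many of its hits are not listed in these tables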
LYPLA2 counter: LYPLA2 (human) inhibition in PME1 counter-screen. inhibition, % at 5.9 µM. AID 2177. 0.38% of 320,000 active. recombinant LYPLA2, FP-Rh probe fluorescence polarization;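 active means inhibition above the screen-wide mean plus 3 SD, limit set per campaign, cut at about 26% in these data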;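 further: 0% = LYPLA2 with DMSO and 100% = wells lacking LYPLA2 enzyme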
Target sequence (O95372 whole entry, looked up): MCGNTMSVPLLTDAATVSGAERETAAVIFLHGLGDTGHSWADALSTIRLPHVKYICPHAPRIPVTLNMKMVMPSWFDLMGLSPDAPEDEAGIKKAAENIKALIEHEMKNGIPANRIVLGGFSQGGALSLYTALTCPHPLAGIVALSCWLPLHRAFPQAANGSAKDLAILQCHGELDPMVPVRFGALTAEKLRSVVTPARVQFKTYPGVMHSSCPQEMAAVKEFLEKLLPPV
PAFAH1B2 FP inh: inhibitors of human PAFAH1B2; P68402; recombinant PAFAH1B2, FP-rhodamine activity probe, fluorescence polarization; inhibition, % at 3.39 µM; 1.2% of 340,000 active; AID 492953;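 active means inhibition above the mean of all tested compounds plus 3 SD, cut at about 24% in these data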;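 further: 0% = enzyme with DMSO and 100% = wells lacking PAFAH1B2; many of its hits are not listed in these tables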
GSTO1 counter: counter-screen for RBBP9 inhibitors: inhibitors of human GSTO1 | P78417 | recombinant GSTO1, activity-based probe fluorescence polarization | inhibition, % at 5.96 µM | 1.1% of 300,000 active;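 active means inhibition above the campaign mean inhibition plus 3 SD, cut at about 35% in these data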;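 further: 0% = GSTO1-1 with DMSO and 100% = wells lacking GSTO1-1 enzyme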
PAFAH1B3 FP inh: PAFAH1B3 (human) inhibition; 0.28% of 340,000 active; recombinant PAFAH1B3, FP-rhodamine probe, fluorescence polarization; inhibition, % at 3.39 µM; AID 492972; Q15102;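 active means inhibition above the screen-wide average of all tested compounds plus 3 SD, cut at about 25% in these data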;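 further: 0% = enzyme with DMSO only and 100% = wells lacking PAFAH1B3 protein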
PAD4 inh: blocks human protein arginine deiminase 4; recombinant PAD4, RCA probe fluorescence polarization; AID 485272; 0.41% of 330,000 active; inhibition, % at 6.36 µM;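 active means percent inhibition above a cutoff equal to the mean of all tested compounds plus 3 SD, cut at about 15% in these data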;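 further: 0% = PAD4 with RCA probe and DMSO and 100% = probe without PAD4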
PAFAH2 FP inh: PAFAH2 (human) inhibition; Q99487; recombinant PAFAH2, FP-rhodamine activity probe, fluorescence polarization; inhibition, % at 3.39 µM; 0.99% of 340,000 active;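 active means inhibition above the mean over all tested compounds plus 3 SD, cut at about 30% in these data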;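 further: inhibitors block probe labeling of enzyme so polarization drops; 0% = enzyme with DMSO and 100% = wells lacking PAFAH2 protein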
pPAFAH inh: inhibitors of human plasma PAF acetylhydrolase (pPAFAH) | Q13093 | recombinant pPAFAH, FP-rhodamine probe fluorescence polarization | inhibition, % at 3.39 µM | 1.5% of 330,000 active | AID 463082;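 active means inhibition above the mean inhibition across the screen plus 3 SD, cut at about 25% in these data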;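 further: inhibitors block binding of the rhodamine activity-based probe so polarization drops; 0% = enzyme with DMSO and 100% = wells lacking pPAFAH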
Target sequence (Q13093 whole entry, looked up): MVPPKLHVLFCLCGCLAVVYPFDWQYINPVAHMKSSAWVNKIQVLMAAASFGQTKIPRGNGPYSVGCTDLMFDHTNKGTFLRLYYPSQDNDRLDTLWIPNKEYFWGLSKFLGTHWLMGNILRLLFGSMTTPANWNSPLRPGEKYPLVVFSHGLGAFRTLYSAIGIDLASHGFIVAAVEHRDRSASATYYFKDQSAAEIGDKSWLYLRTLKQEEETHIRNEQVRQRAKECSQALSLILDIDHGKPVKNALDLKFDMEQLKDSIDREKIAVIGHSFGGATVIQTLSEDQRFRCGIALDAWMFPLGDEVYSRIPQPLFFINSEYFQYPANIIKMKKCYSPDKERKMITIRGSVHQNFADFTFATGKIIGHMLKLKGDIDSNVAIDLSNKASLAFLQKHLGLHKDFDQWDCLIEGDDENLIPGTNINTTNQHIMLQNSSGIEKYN
* hit, by the source's call; . = not tested or not shown. Only part of the results is shown. The share of hits here may be higher or lower than overall.

Every second line gives: PAFAH1B3 FP inh, PAFAH2 FP inh, PAFAH1B2 FP inh, LYPLA1 counter, pPAFAH inh, GSTO1 counter, PME-1 inh, PAD4 inh, LYPLA2 counter
CN(c1ccccc1)S(=O)(=O)c1cc(Cl)ccc1Cl
  10, -1, -2, 0, 3, 4, -1, -2, 1
Cc1ccc(-c2c(C)n([O-])c3c([n+]2=O)CCC3)cc1
  0, 2, 1, -1, -2, 5, -1, 0, -1
Cc1nc(C)c(-c2ccc(SCC(=O)Nc3cccc(Cl)c3)nn2)s1
  -6, 2, 1, -8, 4, 2, -3, 0, -6
CCOC(=O)c1c(C)c(C(=O)Nc2cc(OC)ccc2OC)c(C)n1CC
  -4, -2, 3, 1, 6, -6, -3, -4, 0
CCC1=C([N+](=O)[O-])C(c2ccc3c(c2)OCO3)NC(=O)N1 (stereo not given)
  4, -1, 10, 2, 3, -6, -2, -3, 10
COc1cccc(CNC(=O)c2nnn(CC(=O)Nc3c(C)cccc3C)c2N)c1
  2, 1, 3, -1, 2, 4, 1, -1, -2
COc1cc(SC)ccc1C(=O)N(Cc1ccccc1)c1ccccn1
  ., ., ., 3, 6, -1, 2, 2, 2
CCOC(=O)c1ccc(NC(=O)C2CCN(C(=O)c3ccc(OC)c(OC)c3)CC2)cc1
  -3, -1, 3, 8, 29*, 6, -5, 2, 15
Cc1ccccc1OCC(=O)N(Cc1ccco1)c1c(N)n(Cc2ccccc2)c(=O)[nH]c1=O
  5, 6, -2, 1, 1, ., -1, 2, -1
COc1ccc(C(=O)NCc2nc(C)c(C)s2)cc1OC1CCN(C(C)C)CC1
  3, -7, 8, 0, 2, 4, 3, -4, -2
Cc1ccc(CN2CCC(C(=O)Nc3cccc(-c4cccc(F)c4)c3)CC2)o1
  3, 6, 1, 0, 0, -5, 3, 2, -5
O=C(Nc1nnc(S(=O)(=O)N2CCOCC2)s1)c1ccccc1
  -3, 4, 1, 0, 11, -11, 0, -3, -6
COc1ccc(Cl)cc1S(=O)(=O)NCc1cccnc1
  1, 5, 0, 2, -2, -4, 2, 3, 2
COc1ccc(CNS(=O)(=O)c2csc(C(N)=O)c2)cc1OC
  8, 6, 0, -5, 0, -7, -3, 5, -5
CC(C)C[C@H](NC(=O)C1CC(=O)N(c2ccc3c(c2)OCCO3)C1)C(=O)NC1CCCC1 (stereo not given in full)
  1, -1, 3, 3, 4, -1, -7, 0, 1
CN1CCN(C(=O)CC23CC4CC(CC(C4)C2)C3)CC1
  -3, 0, 4, 2, -1, 1, 3, -4, 4
CCOc1cccc(C(=O)NC(=S)Nc2ccc3c(c2)OCCO3)c1
  0, -2, 5, -3, 4, 1, -5, 1, 0
CCC1Oc2nc(SC)nnc2-c2ccccc2N1C(=O)c1ccccc1 (stereo not given)
  7, 6, 5, 0, 0, -6, 5, 0, 4
COc1ccc2nc(COC(=O)c3ccco3)c(C(C)=O)[n+]([O-])c2c1
  11, 23, 0, -1, -5, -10, 5, 6, 0
CC1=NN(/C(=N\c2nnc(C)s2)Nc2ccc(C)cc2)[C@H](c2ccc(C)cc2)S1
  -1, -3, 2, 2, 5, 3, -5, 4, 6
COc1ccc(CNC(=O)N2CCN(S(=O)(=O)c3ccccc3F)CC2)cc1
  2, 0, 7, -4, 3, 8, 2, -2, -10
CC(C)(C)c1ccc(C(=O)Nc2sc3c(c2C(=O)O)CCC3)cc1
  10, 14, 47*, 0, 37*, 7, -1, -6, -3
Cc1nc2ccc(NC3=NCCCCC3)cc2s1
  2, 1, 2, 1, 3, 6, -5, -3, 0
COc1ccc(S(=O)(=O)NCC2CCC(C(=O)NCCCN3CCCC3=O)CC2)cc1 (stereo not given)
  -3, -3, 1, -1, 1, 6, 0, -1, 13
CCCOC(=O)C1=C(C)OC23OC(N)=C(C#N)C12C(=O)c1ccccc13 (stereo not given)
  3, 8, 7, 3, -8, 15, -4, -5, 2
COc1ccc(NC(=O)C2CCN(S(=O)(=O)c3cccc4cccnc34)CC2)cc1
  7, 4, 3, -1, -1, 4, 5, -3, -3
CCOC(=O)c1ccc(NC(=S)N2CCN(CCNC3=CC(=O)CC(C)(C)C3)CC2)cc1
  7, -8, 1, 2, -1, -3, -6, -3, 4
COc1cccc(N2CCN(S(=O)(=O)c3ccc4c(c3)NC(=O)C(C)C(=O)N4)CC2)c1 (stereo not given)
  4, 4, 1, 1, 2, 3, 2, -8, 0
O=C1CCCC1C(=O)Nc1ccc2ccccc2c1 (stereo not given)
  -2, 1, -1, -2, 4, 2, 0, 4, -2
C#CCNC(=O)C1=C[C@@H](c2ccc(Br)cc2)C[C@@H](OCCCCO)O1
  -6, 3, 1, 4, 10, 5, -2, 2, -4
Cn1c(-c2ccccc2)cnc1SCC(=O)NCc1ccco1
  0, 2, 6, -5, 2, 3, 4, -2, -2
O=C(Cn1cnc2c(cnn2-c2ccccc2)c1=O)c1ccc(Cl)cc1
  5, 6, 2, -1, -6, 0, -2, -2, -4
COc1ccc(C(=O)/C(=C\c2sccc2C)c2nc3ccccc3o2)cc1
  ., ., ., -2, 8, 0, -4, 6, 1
Nc1c(C(=O)C2CC2)sc2nc(-c3cccs3)cc(C(F)(F)F)c12
  0, -2, 0, 1, 0, -3, 1, -4, -5
COc1ccc(OCc2nc3ccccc3n2C(C)C)cc1
  6, 0, -3, 1, 8, 2, 4, 3, 10
CCCN(Cc1cc2ccc(C)cc2[nH]c1=O)C(=O)c1cccnc1
  10, 5, 6, 0, 3, -2, -7, -7, 8
C/C(=N\NC(=O)c1cc(-c2ccc(C)s2)[nH]n1)c1ccco1
  3, 1, -6, -6, -1, -5, -20, 3, 2
COc1ccc(O)c(/C=N/NC(=O)c2cccc(N3CCCC3=O)c2)c1
  5, 6, 3, 2, 9, 4, 3, 0, 9
N#Cc1ccccc1NC(=O)c1ccc2c(c1)OCO2
  -1, 0, 8, 2, 3, 8, -1, -3, 6
CCN(CC)C(=O)Oc1nnc(SC(C)C)n1-c1ccc(Cl)cc1
  10, 3, 1, 2, 3, 3, -2, 1, 2
COc1ccc(N2CCN(C(=O)CCCSc3nc4ccccc4[nH]3)CC2)cc1
  -6, -10, 4, -2, -1, 2, -4, -2, 0
CC(=O)Nc1ccccc1S(=O)(=O)CC1CC1(Cl)Cl (stereo not given)
  5, -7, 4, 3, 1, -4, -2, -9, 2
CN(C)C(CNC(=O)CCc1nc2sc3c(c2c(=O)[nH]1)CCCC3)c1ccccc1 (stereo not given)
  12, 3, 1, 1, 2, -5, 2, -6, 1
O=C(Nc1ccc2oc(=O)ccc2c1)c1ccc(-c2ccc(Cl)cc2)o1
  -36, -15, -16, -5, -1, -1, -7, -2, -5
COc1ccc([N+](=O)[O-])cc1NC(=O)C(C)N(C)Cc1ccc(Br)cc1 (stereo not given)
  8, -6, 5, 0, 6, 4, -3, -1, 15
Cc1ccccc1CN1C(=O)CS/C1=N/N=C/c1ccco1
  1, 4, 2, -4, 6, -5, -2, 0, -2
O=C(Nc1ccc(NC(=O)c2ccccc2)nc1)c1ccncc1
  1, 1, 5, 0, -3, 1, 0, -2, -1
Cc1cc(F)ccc1S(=O)(=O)N1CCCOC1CNC(=O)C(=O)NCCC1=CCCCC1 (stereo not given)
  6, -1, 13, -2, 8, -1, -4, -1, 4
Cc1ccc(-c2csc3nc(C(C)C)oc(=O)c23)c(C)c1
  0, -7, 2, -1, 9, -6, -1, -10, -2
CCCCCCc1cc2cc(-c3nnc(-c4ccccc4O)o3)c(=O)oc2cc1O
  10, 3, -2, -3, 7, 2, -3, -1, 1
COc1cc(C)ccc1NC(=O)Cc1csc(NC(=O)Nc2ccccc2OC)n1
  5, -12, -4, -17, 7, -26, -10, -6, -40
N#Cc1cc(NCC2CCCO2)c([N+](=O)[O-])cc1C#N (stereo not given)
  8, -8, 4, -1, -1, 0, 0, -1, 0
Cc1ccc(S(=O)(=O)c2cn(CC(=O)Nc3ccccc3)c3ccc(F)cc3c2=O)cc1
  -3, -9, 2, 1, 0, 5, -1, -2, 11
CCCCSc1nc2ccccc2[nH]1
  3, 7, 4, -3, 0, 0, -5, -2, -5
Cc1ccc(Oc2nnc(-c3ccccc3)cc2C#N)cc1
  4, -3, 4, 1, 2, -7, 1, -4, 5
COc1ccc(C2NC(=S)NC(C)=C2C(=O)Nc2ccccn2)cc1 (stereo not given)
  10, 0, 3, 1, 0, 3, -4, 4, -1
Cc1cc(N)n(-c2nc(-c3cccnc3)nc3ccccc23)n1
  2, 6, -1, 0, 6, -3, -3, -1, 0
Cc1ccc(C2/C(=C(\O)c3c(C)nc4ccccn34)C(=O)C(=O)N2CCN(C)C)o1 (stereo not given)
  -1, 0, 7, 2, 0, 2, -2, 0, -1
Cc1cc(C)nc(NS(=O)(=O)c2ccc(NC(=O)NC3CCCCC3)cc2)n1
  5, 0, 3, 0, 6, -2, 1, -5, 3
Cc1ccc(NC(=S)c2ccncc2)cc1
  5, 7, 2, 2, 10, 0, 2, 0, 15

Following part:
Every second line gives: PAFAH1B3 FP inh, PAFAH2 FP inh, PAFAH1B2 FP inh, LYPLA1 counter, pPAFAH inh, GSTO1 counter, PME-1 inh, PAD4 inh, LYPLA2 counter
COc1ccccc1CC1S/C(=N/N=C/c2ccco2)NC1=O (stereo not given)
  8, 16, 8, -1, 0, 3, -4, -5, -2
O=C(CSc1nnc2c(Cl)cc(Cl)cn12)N1CCOCC1
  6, -1, 0, -1, -6, -6, 3, 0, 0
Cc1ccc(C(=O)Nc2cc(=O)n(C)c(=O)n2C)cc1C
  -3, 7, 2, 0, 0, 3, -6, -3, 1
Cc1ccc(NC(=O)CSc2nnc3c(n2)[nH]c2ccccc23)cc1
  4, -5, 4, 0, -4, 0, -10, -3, -2
COc1ccc(C(=O)CN2CCN(S(=O)(=O)c3cccc([N+](=O)[O-])c3)CC2)cc1
  6, -3, 3, 0, -6, -5, 1, -2, -1
COc1ccccc1Cc1nc(-c2cccnc2)no1
  2, -2, 5, 2, -1, -14, 1, 3, 7

Screening results deposited in PubChem by The Scripps Research Institute Molecular Screening Center.
